Bioassay records deposited in PubChem BioAssay by Sanford-Burnham Center for Chemical Genomics.
SENP1 FRET inh – human SENP1 catalytic domain inhibitors, primary screen, biochemical, FRET, uHTS; recombinant SENP1 catalytic domain, CyPet-SUMO1-YPet FRET cleavage; inhibition, % at 10 µM; actives 0.21% (n = 360,000);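 active = inhibition at least 30% at 10 µM, raw YFP signal under a set limit, fluorescence ratio 0.5 to 1.5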;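 note: 0% = enzyme with DMSO and 100% = no enzyme wells; some results filed as inactive read as strong as hits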
Target sequence (Q9P0U3 419-644 limits assumed): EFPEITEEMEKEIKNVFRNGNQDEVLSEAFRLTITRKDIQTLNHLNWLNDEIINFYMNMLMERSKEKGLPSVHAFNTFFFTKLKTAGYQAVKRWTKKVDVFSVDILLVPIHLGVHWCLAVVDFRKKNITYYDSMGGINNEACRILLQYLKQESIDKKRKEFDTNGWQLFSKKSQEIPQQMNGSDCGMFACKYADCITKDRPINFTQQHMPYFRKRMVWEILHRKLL
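system = hSENP1 catalytic domain, recombinant | reagent = SFCypet-SUMO1-SFYpet substrate at 25 nM | doses = one dose per compound, 10 µM, 0.5% DMSO | incubation = enzyme reaction for 50 min at room temperature, dark | measured by = FRET, CFP and YFP emission | controls = no-enzyme low, enzyme-DMSO high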
hIAP block – human IAP inhibitors, primary screen, biochemical, luminescence, uHTS; Intestinal-type alkaline phosphatase (Homo sapiens), P09923; actives 0.12% (n = 330,000); AID 2544, 2010; inhibition, % at 10 µM; purified IAP, CDP-Star luminescence, 30 min;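 active = inhibition reaching a set limit with compound at 10 µM in the primary screen, cut at about 35% in these data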;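 note: plate controls were DMSO wells with enzyme for no effect and no-enzyme buffer wells for full effect; values of inactives mirror those of a sister screen read the other way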
A3G deaminase – APOBEC3G DNA deaminase inhibitors, primary screen, biochemical, fluorescence, single-stranded DNA substrate, uHTS; actives 0.28% (n = 330,000); inhibition, % at 20 µM; AID 493012, 2011; DNA dC->dU-editing enzyme APOBEC-3G (Homo sapiens), Q9HC16; recombinant A3G, ssDNA deamination FAM/TAMRA fluorescence;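 active = inhibition of at least 40% at 20 µM, with no more than 30% in the related APOBEC3A deaminase screen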;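 note: plate controls were DMSO wells with A3G for no effect and wells lacking A3G enzyme for full effect; some compounds called inactive have numbers as strong as hits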
Target sequence (Q9HC16 whole entry, looked up): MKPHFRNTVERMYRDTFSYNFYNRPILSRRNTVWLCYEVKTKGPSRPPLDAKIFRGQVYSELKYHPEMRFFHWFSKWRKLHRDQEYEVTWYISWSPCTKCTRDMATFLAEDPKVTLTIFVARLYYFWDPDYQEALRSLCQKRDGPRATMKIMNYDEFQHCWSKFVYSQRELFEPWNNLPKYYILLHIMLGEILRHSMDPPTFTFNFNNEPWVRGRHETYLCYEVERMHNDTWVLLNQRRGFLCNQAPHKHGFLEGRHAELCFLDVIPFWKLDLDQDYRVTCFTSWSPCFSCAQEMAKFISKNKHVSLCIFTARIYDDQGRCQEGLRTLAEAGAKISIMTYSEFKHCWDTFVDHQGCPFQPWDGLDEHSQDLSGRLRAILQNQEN
mIAP inh – inhibitors of mouse IAP, primary screen, biochemical, luminescence, uHTS | intestinal alkaline phosphatase [Mus musculus] | purified mouse IAP, CDP-Star luminescence, 30 min | inhibition, % at 10 µM | actives 0.2% (n = 330,000);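 active = inhibition of at least 40% at 10 µM in the primary screen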;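 note: plate controls were DMSO with enzyme for no effect and no enzyme wells for full effect; values of inactives mirror those of a sister screen read the other way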
A3A deaminase – APOBEC3A ssDNA deaminase inhibitors, primary screen, selectivity assay for APOBEC3G inhibitor project, biochemical, FAM/TAMRA oligo cleavage fluorescence; DNA dC->dU-editing enzyme APOBEC-3A (Homo sapiens), P31941; actives 0.41% (n = 330,000); inhibition, % at 20 µM; AID 493011, 2011; recombinant A3A, FAM/TAMRA ssDNA deamination fluorescence;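 active = at least 40% inhibition at 20 µM here, with at most 30% in a related deaminase screen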;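 note: plate controls were A3A with DMSO for no effect and wells lacking A3A enzyme for full effect; some results filed as inactive read as strong as hits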
Target sequence (P31941 whole entry, looked up): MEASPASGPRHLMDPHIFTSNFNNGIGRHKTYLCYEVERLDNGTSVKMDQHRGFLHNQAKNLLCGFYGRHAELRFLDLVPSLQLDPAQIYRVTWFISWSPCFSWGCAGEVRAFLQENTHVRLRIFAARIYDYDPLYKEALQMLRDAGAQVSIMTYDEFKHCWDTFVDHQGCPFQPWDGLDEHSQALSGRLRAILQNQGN
MIN6 prolif – inducers of MIN6 beta-cell proliferation, primary screen, ATP luminescence, uHTS; MIN6 cells proliferation, ATPlite luminescence, 48 h; cells starved in 0.2% serum; 100% = growth in 10% serum; proliferation, % at 10 µM; actives 0.29% (n = 330,000);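 active = compounds whose signal lies at least 3.5 SD above the mean of all wells on their plate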;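 note: 0% = DMSO-treated cells in low-serum medium and 100% = 10% serum control; some compounds called inactive have numbers as strong as hits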
hIAP act – human IAP activators, primary screen, biochemical, luminescence, uHTS; purified human IAP, CDP-Star luminescence, 30 min; stronger effect = higher value; 1 = vehicle-only enzyme, 0 = enzyme-free background; activation factor at 10 µM; actives 0.16% (n = 330,000); AID 2524, 2010;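 active = activation factor of the enzyme at least 2-fold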; note: the source names both 10 and 20 µM as test concentration; values of inactives mirror those of a sister screen read the other way
mIAP act – activators of mouse IAP, primary screen, biochemical, luminescence, uHTS | actives 0.24% (n = 330,000) | activation factor at 10 µM | muIAP, CDP-Star luminescence, 30 min; stronger effect = higher value; 1 = vehicle-only enzyme signal, 0 = enzyme-free wells | intestinal alkaline phosphatase [Mus musculus] | AID 2805, 2010;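 active = activation factor of at least 2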; note: the source names both 10 and 20 µM as test concentration; values of inactives mirror those of a sister screen read the other way
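System: Mouse IAP enzyme | Also added: CDP-Star substrate | Dosing: Compounds dispensed in DMSO | Schedule: 30 min enzyme-substrate-compound incubation at room temperature | Technique: Chemiluminescence readout | Control set: DMSO-only wells and no-enzyme negative control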
NALP3 yeast inh – NALP3 inflammasome inhibitors in reconstituted yeast, primary screen, luminescence, uHTS | Yeast reconstituted NLRP3/ASC/caspase-1, beta-gal luminescence, 24 h | inhibition, % at 10 µM | actives 0.39% (n = 330,000);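 active = inhibition of 50% or more; inactive = inhibition below 50%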;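 note: plate controls were induced DMSO wells for no effect and uninduced yeast grown without galactose for full effect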
Numbers without * were called inactive; · = no result given.

SMILES	SENP1 FRET inh	hIAP block	A3G deaminase	mIAP inh	A3A deaminase	MIN6 prolif	hIAP act	mIAP act	NALP3 yeast inh
CCCOc1ccc(NC(=O)C2CC(=O)N(C(C)C)C2)cc1 (stereo not given)	2	12	-6	-3	-5	-3	0.88	1	-11
COc1cccc(-c2cccc(NC(=O)C3CCN(Cc4nccs4)CC3)c2)c1	-1	-17	-9	9	-4	8	1.2	0.91	11
O=C(O)C(Cc1cn[nH]n1)=NO	0	-20	-7	13	-2	-2	1.2	0.87	16
CCOc1ccc(N(CC(=O)NCc2ccccc2)S(C)(=O)=O)cc1	-1	-7	-4	3	-4	3	1.1	0.97	10
O=C(CSc1nnc(-c2cccnc2)o1)Nc1ccccc1F	0	-4	-5	8	-2	-5	1	0.92	10
O=C(COC(=O)C1CCN(S(=O)(=O)c2ccc3c(c2)OCCO3)CC1)Nc1ccc(C(F)(F)F)cc1	2	-23	-8	-11	-2	0	1.2	1.1	8
O=C(CN1CCN(c2ccc([N+](=O)[O-])cc2)CC1)Nc1nccs1	-3	5	-6	-4	-3	-2	0.95	1	3
COc1ccc(NC(=S)N/N=C/c2ccc(F)c(F)c2)cc1	-3	6	-6	3	1	-2	0.94	0.97	24
CC(NC(=O)c1ccc(CS(C)(=O)=O)cc1)C1CC2CCC1C2 (stereo not given)	-1	9	-8	2	3	1	0.91	0.98	26
CN(C)CC1CCCCC1OC(=O)/C=C/c1ccccc1 (stereo not given)	1	-3	-6	1	0	2	1	0.99	-6
CC(C)(C)N(Cc1ccccc1)C(=O)COC(=O)c1ccc([N+](=O)[O-])o1	-1	-3	-6	9	-5	-1	1	0.91	24
COc1ccccc1NC(=O)COc1ccc(/C=N/n2cnnc2)cc1OC	3	-3	-2	-5	-2	-4	1	1	0
CC(=O)N1c2ccc(S(=O)(=O)NCCC(=O)N3CCCC(C)C3)cc2CC1C (stereo not given)	5	-14	-6	8	-4	2	1.1	0.92	10
CCN(CC)C(=O)N(CC)Cc1ccccc1	2	-13	-6	4	-2	-1	1.1	0.96	-9
O=C(c1ccncc1)N1CCN(S(=O)(=O)c2cccc([N+](=O)[O-])c2)CC1	1	6	-7	4	-5	3	0.94	0.96	-14
O=C(Cn1cnc2c(nnn2Cc2ccccc2)c1=O)Nc1ccc2c(c1)OCCO2	1	-6	-3	-9	-3	6	1.1	1.1	18
COC(=O)Nc1nc2ccc(C(=O)c3cccs3)cc2[nH]1	1	-36	0	10	3	-8	1.4	0.9	8
CC(OC(=O)c1ccc(OCC2CCCO2)cc1)C(=O)N(C)Cc1ccccc1 (stereo not given)	1	6	-13	9	-5	9	0.94	0.91	36
CCN(Cc1ccncc1)Cc1ccc(Br)cc1	-3	4	-3	11	-2	0	0.96	0.89	21
CNCCCNC(=O)c1ccc(/C=N/O)nc1	3	9	-7	5	0	1	0.91	0.95	7
CCn1cc(C(=O)NCCc2ccccc2)c(=O)c2cc(F)c(N3CCN(C)CC3)cc21	0	-6	-1	9	2	0	1.1	0.91	-1
Cc1ccc(NC(=O)C(C)OC(=O)c2n[nH]c3ccccc23)cc1 (stereo not given)	2	-44	-7	-2	-1	0	1.4	1	32
Cc1ccc([N+](=O)[O-])cc1NC1CC(O)C(CO)O1 (stereo not given)	-1	10	-3	-7	1	0	0.9	1.1	3
O=S(=O)(c1ccc(Cl)cc1Cl)n1ccc2cccnc21	4	-5	0	5	2	-1	1	0.95	73*
COc1ccc2oc(C(=O)OCC(=O)N3CC(C)OC(C)C3)c(C)c2c1 (stereo not given)	-4	0	-6	-1	-3	0	1	1	11
O=C(Nc1nnc(-c2ccccc2)s1)c1ccc(F)cc1	4	-7	-7	10	-5	2	1.1	0.9	1
COc1ccc(NC(=O)c2cc(F)cc(F)c2)cc1S(=O)(=O)N1CCCCC1	0	-21	4	-4	9	-3	1.2	1	10
CCCCN(C)CCNC(=S)Nc1ccc2nc(N3CCN(CC)CC3)cc(C)c2c1	-4	-2	-4	-14	1	-6	1	1.1	13
COc1ccc(-c2cc(-c3cc(F)ccc3O)[nH]n2)cc1OC	0	17	0	-4	3	-4	0.83	1	20
Cc1cc(F)ccc1S(=O)(=O)NCC(c1cccnc1)N1CCc2ccccc21 (stereo not given)	-6	-12	-6	-5	-8	-1	1.1	1.1	2
CC(=O)OC(Cn1nc(C)cc1C)c1ccccc1 (stereo not given)	0	-3	3	-5	0	0	1	1.1	-15
Cc1nnc(SCc2ccon2)n1-c1ccccc1	0	-3	-8	-3	-1	-3	1	1	12
CCOC(=O)c1c(-c2ccc(C)o2)csc1N	5	6	0	16	2	-3	0.94	0.84	19
Cc1ccc(CSc2nnc3ccc(-c4ccncc4)nn23)cc1	0	3	-2	-9	2	-2	0.97	1.1	3
O=C(CNc1ccccc1Cl)N/N=C1\CCCc2ccccc21	3	-3	-8	20	1	-2	1	0.8	14
O=S(=O)(O)c1cccc(N=Nc2c(O)ccc3ccccc23)c1	13	6	-4	19	-1	0	0.94	0.81	21
CCN(CC)CCNC(=O)C1c2ccccc2C(=O)N(CCOC)C1c1ccc(F)cc1 (stereo not given)	1	4	-4	-6	-2	-5	0.95	1.1	2
Cc1ccc(Cl)cc1N1CCN(C(=O)c2ccc3c(c2)CCN3S(C)(=O)=O)CC1	1	8	3	1	6	-4	0.92	0.99	-1
CCCOc1ccc(-c2cn3ccccc3n2)cc1[N+](=O)[O-]	2	23	-8	1	-2	-2	0.77	0.99	12
CC(=NC1CC1)C1=C(O)c2ccccc2C1=O	2	-23	-5	5	-3	-2	1.2	0.95	21

Three compounds drawn at random from those above, as already listed:
SMILES	SENP1 FRET inh	hIAP block	A3G deaminase	mIAP inh	A3A deaminase	MIN6 prolif	hIAP act	mIAP act	NALP3 yeast inh
CC(=NC1CC1)C1=C(O)c2ccccc2C1=O	2	-23	-5	5	-3	-2	1.2	0.95	21
O=S(=O)(O)c1cccc(N=Nc2c(O)ccc3ccccc23)c1	13	6	-4	19	-1	0	0.94	0.81	21
COc1ccc(NC(=O)c2cc(F)cc(F)c2)cc1S(=O)(=O)N1CCCCC1	0	-21	4	-4	9	-3	1.2	1	10

The list continues:
SMILES	SENP1 FRET inh	hIAP block	A3G deaminase	mIAP inh	A3A deaminase	MIN6 prolif	hIAP act	mIAP act	NALP3 yeast inh
Cc1ccccc1Nc1nc(N)nc(CSc2nnc3sc4ccccc4n23)n1	-3	6	-4	-3	1	-3	0.94	1	0
Cc1ccc(C)c(-n2nnnc2SCC(=O)c2c(N)n(C)c(=O)n(C)c2=O)c1	·	-13	7	-14	7	1	1.1	1.1	-6
CCCc1nc(NC2CCCCC2)c(C#N)c2c1COC(C)(C)C2	0	-14	0	2	-4	-5	1.1	0.98	0
O=C(Nc1cc(-c2nc3ncccc3o2)ccc1Cl)c1ccco1	3	-40	-5	4	-3	4	1.4	0.96	28
COc1ccc(/C=N/NC(=O)c2nc(Cl)c(Cl)c(N)c2Cl)cc1COc1ccc(F)cc1F	1	-27	0	5	5	-4	1.3	0.95	16
CSc1ccc(/C=N/n2c(C)nnc2C)cc1	1	-3	-2	1	-2	1	1	0.99	20
CN(C)Cc1c(O)ccc2c(=O)c(-c3ccccc3Cl)c(C(F)(F)F)oc12	-3	-19	5	-3	-1	-4	1.2	1	16
Fc1ccc(C(c2nnnn2C2CCCCC2)N2CCCC2)cc1 (stereo not given)	1	6	-4	11	-4	3	0.94	0.89	2
CCOc1ccccc1NC(=S)N1CCN(c2cccc(C)c2C)CC1	4	-5	-2	-6	-7	-5	1.1	1.1	14
COc1ccc(S(=O)(=O)NNC(=O)Cc2csc(C)n2)cc1[N+](=O)[O-]	3	-11	6	10	18	1	1.1	0.9	3
COc1cccc(S(=O)(=O)NC2CCN(C#N)C2)c1 (stereo not given)	3	-4	-4	-9	0	-1	1	1.1	3
COC(=O)c1cc(NS(=O)(=O)c2ccc(N3CCCCCC3)c([N+](=O)[O-])c2)cc(C(=O)OC)c1	0	19	-6	11	-1	-7	0.81	0.89	17
COc1cc(OC)cc(C(=O)Nc2ccccc2-c2nnn(CC(=O)Nc3cc(C)on3)n2)c1	-2	22	-1	2	2	-2	0.79	0.98	-3
Cc1ccccc1-c1nnn(CC(=O)N(C)CC(=O)Nc2ccccc2C(F)(F)F)n1	4	5	2	-2	-1	-2	0.95	1	13
COc1cc(OC)cc(C(=O)NCC(=O)NC(C)CCc2ccccc2)c1 (stereo not given)	-1	-12	-9	10	-3	-3	1.1	0.9	20
CN1N=C(c2ccc(F)c(F)c2)CSC1=NCc1ccccc1	0	10	-4	-9	-6	-6	0.91	1.1	24
Cc1cc(=O)oc2cc(OCC(=O)N3CCC(O)CC3)c(Cl)cc12	1	-5	-1	-2	2	-1	1	1	-5
NC[C@@H]1O[C@H](C23CC4CC(CC(C4)C2)C3)Cc2c1ccc(O)c2O	-16	0	1	17	1	-7	1	0.83	10
O=C(c1ccc(S(=O)(=O)Nc2cccc(C(F)(F)F)c2)cc1)N1CCN(c2ccccc2O)CC1	0	3	-2	1	-1	-6	0.97	0.99	23
CC1CCC2(CC1)NC(=O)N(CC(=O)Nc1ccccc1-c1ccccc1)C2=O (stereo not given)	1	-5	-4	0	-2	-3	1	1	-1
CC(C)CC(NC(=O)OC(C)(C)C)c1cn([C@@H](Cc2ccc(O)cc2)C(=O)N2CCN(C(=O)OC(C)(C)C)CC2)nn1 (stereo not given in full)	1	-5	-3	-1	1	-4	1.1	1	1
CCC(=O)Nc1c2c(nn1-c1ccc([N+](=O)[O-])cc1)CS(=O)(=O)C2	-1	4	-5	6	2	-1	0.96	0.94	6
COc1ccc(-c2cn(Cc3ccc(C(=O)NCc4ccc(C)cc4)cc3)c(C(C)N)n2)cc1 (stereo not given)	1	-4	-4	-9	-3	-7	1	1.1	13
CCCCNC(=S)N(CCO)Cc1cc2cc3c(cc2[nH]c1=O)OCCO3	-1	4	-8	-4	-8	-3	0.96	1	17
O=C(NC(=S)NCCN1CCOCC1)c1ccc(Cl)cc1Cl	2	6	-4	7	-3	0	0.94	0.93	17
O=C(CN1C(=O)NC2(CCCCC2)C1=O)Nc1ccc(N2CCOCC2)cc1	2	-10	-6	-10	6	2	1.1	1.1	4
CC(C)c1ccc(C(=O)NCCCc2ccccc2)cc1	3	5	-6	-7	-4	0	0.95	1.1	20
O=C(NC1CCCC1)C(=O)c1c[nH]c2ccccc12	-1	18	-4	4	1	1	0.82	0.95	29

Only part of the results is shown. The share of hits here may be higher or lower than overall.
